Screening results deposited in PubChem by several laboratories.
CRFR2-BP antag – antagonists of CRF-BP/CRF-R2 complex, primary screen, cell-based, HEK293, calcium dye fluorescence, uHTS | CRF-induced calcium fluorescence | inhibition, % at 11.8 µM | 350,000 compounds, 0.59% hits | AID 588475, 2011;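 active = inhibition of the ligand-induced calcium signal above about 50% at the single tested concentration, limit read from the data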
IDE cell inh – human IDE inhibitors in live cells, primary screen, fluorescence polarization, HEK cells, FAbetaB substrate. Insulin-degrading enzyme (Homo sapiens), P14735. FAbetaB cleavage. inhibition, % at 5.59 µM. 320,000 compounds, 0.41% hits. AID 434962, 2010;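 active = percent inhibition above the average of all tested compounds plus 3 SD, set per screening campaign, cut at about 16% in these data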;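 note: IDE supplied by intact live HEK cells; FP after avidin binding of uncleaved biotin substrate so inhibition keeps polarization high; 0% = DMSO wells and 100% = 60 µM reference IDE inhibitor Ii1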
CHRM4 antagonist – human M4 muscarinic receptor antagonists, primary screen, CHO cells, Fluo-8 calcium fluorescence | Muscarinic acetylcholine receptor M4 (Homo sapiens), P08173 | CHO-hM4 cells, ACh EC80 | inhibition, % at 3 µM | 360,000 compounds, 0.73% hits | AID 624125, 2012;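 active = inhibition above its plate's cutoff, the mean inhibition of sample wells plus 3 SD, cut at about 27% in these data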;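 note: 0% = acetylcholine EC80 with DMSO and 100% = DMSO without agonist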
Target sequence (P08173 whole entry, looked up): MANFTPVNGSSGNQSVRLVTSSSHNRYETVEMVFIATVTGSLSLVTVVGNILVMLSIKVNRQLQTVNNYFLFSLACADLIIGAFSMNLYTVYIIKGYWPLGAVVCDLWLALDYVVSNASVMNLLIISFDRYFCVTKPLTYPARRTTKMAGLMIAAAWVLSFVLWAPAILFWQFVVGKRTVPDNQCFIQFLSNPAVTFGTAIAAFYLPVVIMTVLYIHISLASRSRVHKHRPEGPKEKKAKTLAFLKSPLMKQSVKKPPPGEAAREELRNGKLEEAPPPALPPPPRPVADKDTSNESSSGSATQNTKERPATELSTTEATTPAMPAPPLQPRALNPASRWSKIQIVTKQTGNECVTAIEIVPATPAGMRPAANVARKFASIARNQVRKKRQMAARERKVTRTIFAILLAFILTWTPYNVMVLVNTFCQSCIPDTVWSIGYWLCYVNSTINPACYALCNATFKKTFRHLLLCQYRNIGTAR
CHRM5 antagonist – human M5 muscarinic receptor antagonists, primary screen, CHO cells, Fluo-8 calcium fluorescence; Muscarinic acetylcholine receptor M5 (Homo sapiens), P08912; CHO-hM5 cells, ACh EC80; AID 624040, 2012; 360,000 compounds, 0.59% hits; inhibition, % at 3 µM;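 active = inhibition above a per-plate cutoff, the mean of that plate's test compounds plus 3 SD, cut at about 27% in these data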;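 note: 0% = acetylcholine EC80 with DMSO and 100% = DMSO without agonist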
Target sequence (P08912 whole entry, looked up): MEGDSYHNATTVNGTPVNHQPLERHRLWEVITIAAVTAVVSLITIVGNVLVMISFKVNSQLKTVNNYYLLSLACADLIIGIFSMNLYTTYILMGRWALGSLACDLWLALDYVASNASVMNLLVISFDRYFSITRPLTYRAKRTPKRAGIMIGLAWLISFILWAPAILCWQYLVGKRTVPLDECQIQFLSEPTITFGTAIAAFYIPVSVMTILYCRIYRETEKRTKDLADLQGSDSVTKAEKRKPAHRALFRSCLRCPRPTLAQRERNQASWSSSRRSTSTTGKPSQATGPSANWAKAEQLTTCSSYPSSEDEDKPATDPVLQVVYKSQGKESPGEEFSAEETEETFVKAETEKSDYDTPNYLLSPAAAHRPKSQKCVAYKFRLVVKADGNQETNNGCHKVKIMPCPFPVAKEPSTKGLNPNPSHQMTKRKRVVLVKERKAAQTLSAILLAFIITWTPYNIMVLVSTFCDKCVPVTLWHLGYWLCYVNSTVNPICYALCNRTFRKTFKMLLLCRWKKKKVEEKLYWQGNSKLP
CHRM4 PAM – human M4 muscarinic receptor positive allosteric modulators, primary screen, CHO-K1 cells, Fluo-8 calcium fluorescence | CHO-K1 hM4/Gqi5, ACh EC20; 0% = ACh EC20, 100% = maximal ACh | activation, % at 3 µM | 360,000 compounds, 0.4% hits;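 active = activation above its plate's cutoff, the mean activation of sample wells plus 3 SD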; note: some results filed as inactive read as strong as hits
CHRM4 agonist – human M4 muscarinic receptor agonists, primary screen, CHO-K1 cells, Fluo-8 calcium fluorescence; Muscarinic acetylcholine receptor M4 (Homo sapiens), P08173; CHO-K1 hM4/Gqi5; vehicle 0%, full acetylcholine response 100%; activation, % at 3 µM; 360,000 compounds, 0.14% hits;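 active = activation above the run mean over all test wells plus 3 SD, cut at about 32% in these data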;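 note: peak over basal fluorescence ratio per well then scaled between controls; 0% = DMSO wells and 100% = acetylcholine at EC100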
M5 ag – human M5 muscarinic receptor agonists, primary screen, CHO-K1 cells, Fluo-8 calcium fluorescence; CHO-K1 hM5 cells; 0% DMSO wells, 100% maximal acetylcholine response; activation, % at 3 µM; 360,000 compounds, 0.19% hits;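 active = activation above the run's mean over test compounds plus 3 SD, cut at about 23% in these data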;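 note: signal is peak over basal fluorescence ratio across the kinetic read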
M5 PAM – human M5 muscarinic receptor positive allosteric modulators, primary screen, CHO-K1 cells, Fluo-8 calcium fluorescence. Muscarinic acetylcholine receptor M5 (Homo sapiens), P08912. CHO-K1 hM5, ACh EC20 PAM; 0% = ACh EC20, 100% = ACh EC100. activation, % at 3 µM. 360,000 compounds, 0.3% hits. AID 624038, 2012;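 active = activation above the run cutoff, the mean activation of all test compounds plus 3 SD, cut at about 18% in these data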
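Assay system – human M5 receptor in CHO-K1 cells · Read-out – % activation, ACh-normalized · Technique – Fluo-8 calcium fluorescence · Dosing – single-point, 3 µM nominal · Incubation – Fluo-8 loading 80 min at 37 °C plus 30 min room temperature · Repeats – singlicate, one well per test compound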
CRFR2-BP ag – agonists of CRF-BP/CRF-R2 complex, primary screen, cell-based, HEK293, calcium dye fluorescence, uHTS | AID 588473, 2011 | 350,000 compounds, 0.46% hits | CRF-binding protein / CRF receptor 2 complex (human) | activation, % at 13.2 µM | calcium dye fluorescence (FLIPR); percent of saturating CRF peptide response;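 active = activation of at least 50%, plus an integration ratio under a set limit after plate pattern correction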;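 note: plate controls were neutral control wells without compound for no effect and CRF at EC100 for full effect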
Numbers without * were called inactive; x = no result given.

SMILES	CRFR2-BP antag	IDE cell inh	CHRM4 antagonist	CHRM5 antagonist	CHRM4 PAM	CHRM4 agonist	M5 ag	M5 PAM	CRFR2-BP ag
C(=C\c1ccccc1)/CN1CCN(C(c2ccnc3ccccc23)c2nnnn2C2CCCC2)CC1 (stereo unspecified)	x	x	31.2*	86.0*	-15.0	0.8	-7.8	-22.3	x
CS(=O)(=O)N1CCC(C(=O)Nc2cccc(Br)c2)CC1	5.9	-5.0	-10.3	10.2	-0.8	1.9	-1.7	-2.4	-0.6
CC1=Nc2ccccc2/C1=C\c1nc(-c2ccc(C(F)(F)F)cc2)oc1O	-204.8	4.3	5.5	4.0	8.2	5.0	3.1	-3.7	121.1*
CCc1ccc(-n2nc3cc(C)c(N)cc3n2)cc1	-14.6	7.2	8.2	17.5	-4.2	-0.5	-4.2	-8.7	3.9
Cc1c(F)cccc1NC(=O)CSCC(=O)Nc1ccccc1	-24.4	1.9	3.9	-0.5	2.6	1.3	1.4	-5.3	1.0
N#Cc1ccc(-c2ccc(OCC(=O)NCC(=O)Nc3ccc(F)c(F)c3F)cc2)cc1	-4.0	2.2	-11.0	10.4	1.9	5.9	-2.2	-4.8	3.9
CC(C)(C)C(=O)Nc1cc(S(=O)(=O)Nc2ccc(Cl)cc2)ccc1O	9.9	-2.1	-3.6	3.1	9.7	-0.2	6.1	1.7	-0.9
CC1CN(C(=S)SCC(=O)c2ccccc2)CC(C)O1 (stereo unspecified)	11.1	7.5	5.3	0.2	2.1	0.2	-4.6	2.5	1.1
COC(=O)[C@@]1(Sc2ccc(C)cc2)CC(=O)N(C(=O)C2CC2)[C@@H]1c1ccccc1	x	x	-3.4	8.8	-4.2	-2.5	-3.7	-9.7	x
O=c1cc(Cl)c(-c2ccccc2)nn1Cc1ccc(Cl)cc1	13.6	1.5	3.4	0.4	-8.0	-2.3	-9.0	-9.4	0.3
Cn1nc(C(=O)OCC(=O)Nc2ccc(SC(F)F)cc2)c2ccccc2c1=O	-1.9	0.8	-3.9	3.9	-3.7	19.7	2.4	-12.1	5.6
CC(=O)Nc1sc2c(c1C#N)CCN(Cc1ccccc1)C2	-9.2	5.7	-11.2	0.2	-4.3	2.4	0.3	-5.0	23.9
Cc1ccc2nc(SC(C)C(=O)NCc3ccco3)[nH]c2c1 (stereo unspecified)	7.3	0.0	2.4	-2.1	1.3	-0.7	-1.8	-2.9	0.1
COc1ccc(CNC(=O)c2cn(Cc3ccc(S(=O)(=O)N(C)C)cc3)c(=O)s2)cc1	x	x	-18.7	0.0	1.3	14.8	7.3	-12.4	x
Fc1ccc(-c2cnn3c(-c4cccs4)ccnc23)cc1	-23.6	x	-6.8	-5.8	13.4	2.1	-1.7	0.2	11.3
O=C(NC1CCC(O)CC1)c1cc(-c2ccc(Cl)cc2)nc2ccccc12 (stereo unspecified)	2.2	-2.4	3.3	0.8	6.6	0.9	0.7	3.2	-0.5
COc1ccc2cc1Oc1ccc(cc1)C[C@H]1c3c(cc4c(c3Oc3cc5c(cc3OC)CCN(C)[C@@H]5C2)OCO4)CCN1C	2.0	2.4	12.7	3.5	-10.7	2.9	-0.1	-5.9	1.2
CCOc1ccc(C(=O)NCC(=O)NNC(=O)CN(C)S(=O)(=O)c2ccc(Cl)cc2)cc1	9.8	0.2	-20.4	-0.3	2.3	1.0	-0.1	2.0	-1.2
Cc1oc(-c2ccc(Cl)cc2)nc1CN1CCCC(C(=O)NCc2ccccn2)C1 (stereo unspecified)	-4.1	-0.8	-1.1	-9.6	-3.7	-1.3	-5.2	0.4	0.9
CCN1CCN(CCCNC(=O)c2ccc3c(c2)N(Cc2ccccc2)CCS3)CC1	-5.6	6.7	6.0	16.1	-4.3	1.6	-8.6	-7.0	-0.5
Cc1ccc(NC(=O)CS(=O)CC(=O)N(C(C)C(=O)NC2CCCCC2)C(C)(C)C)cc1 (stereo unspecified)	-7.8	0.3	11.8	27.5*	4.3	0.8	-3.7	-11.1	0.6
N#C/C(=N\Nc1cc(Cl)cc(Cl)c1)c1nnc2n1CCCCC2	39.6	5.7	-15.5	-0.7	0.1	0.9	-0.8	-1.8	-0.7
Cc1nc2c([nH]1)C1(CCN(Cc3ccccc3)CC1)C(C#N)=C(N)O2	-15.3	3.0	-0.2	2.8	1.7	1.0	-3.0	-6.0	1.5
CC1C/C(=N\NC(=O)CCc2ccc(S(=O)(=O)N3CCOCC3)cc2)CC(C)(C)C1 (stereo unspecified)	-5.8	1.3	-14.8	2.8	9.4	1.1	-2.9	-1.6	2.9
COc1ccc(/C=C/C(=O)Nc2c(C)nn(C)c2C)cc1COc1ccc(Cl)cc1Br	3.1	-5.8	-1.6	-5.1	-4.5	-0.3	-2.1	2.0	0.5

Random excerpt: two entries already listed
SMILES	CRFR2-BP antag	IDE cell inh	CHRM4 antagonist	CHRM5 antagonist	CHRM4 PAM	CHRM4 agonist	M5 ag	M5 PAM	CRFR2-BP ag
Cc1oc(-c2ccc(Cl)cc2)nc1CN1CCCC(C(=O)NCc2ccccn2)C1 (stereo unspecified)	-4.1	-0.8	-1.1	-9.6	-3.7	-1.3	-5.2	0.4	0.9
CC1C/C(=N\NC(=O)CCc2ccc(S(=O)(=O)N3CCOCC3)cc2)CC(C)(C)C1 (stereo unspecified)	-5.8	1.3	-14.8	2.8	9.4	1.1	-2.9	-1.6	2.9

3 entries already listed, sorted by their value in M5 ag, low to high:
canonical_smiles | M5 ag
Cc1nc2c([nH]1)C1(CCN(Cc3ccccc3)CC1)C(C#N)=C(N)O2 | -3.0
COc1ccc(/C=C/C(=O)Nc2c(C)nn(C)c2C)cc1COc1ccc(Cl)cc1Br | -2.1
COc1ccc(CNC(=O)c2cn(Cc3ccc(S(=O)(=O)N(C)C)cc3)c(=O)s2)cc1 | 7.3

Additional records.
SMILES	CRFR2-BP antag	IDE cell inh	CHRM4 antagonist	CHRM5 antagonist	CHRM4 PAM	CHRM4 agonist	M5 ag	M5 PAM	CRFR2-BP ag
CC(=O)c1cccc(NC(=O)NNC(=O)c2ccc(Cl)cc2Cl)c1	-5.1	-1.6	-3.2	-2.7	-4.2	1.9	3.4	8.5	-0.5
Cc1cc(=O)oc2c(C)c(OCC(=O)N3CC[C@@]4(O)CCCC[C@H]4C3)ccc12	-9.4	4.9	-3.8	3.8	0.7	1.0	1.6	-1.2	-2.4
O=C(CCC(=O)NNC(=O)c1ccccc1[N+](=O)[O-])NCc1ccccc1	6.0	1.0	-6.4	3.8	6.5	1.7	-0.8	-0.5	2.6
CN(C)CCCNC(=O)C(=O)Nc1cc2c3c(c1)CCC(=O)N3CCC2	-10.3	2.9	-9.5	2.5	10.1	1.4	-3.1	1.9	0.0
Cc1cccc(N(C(=O)CCC(=O)Nc2nccs2)C(C(=O)NC(C)(C)C)c2ccc(O)cc2)c1 (stereo unspecified)	-23.9	2.8	-5.0	9.0	7.8	1.1	-4.0	-6.4	-2.3
Nc1ncnc(Oc2cccc3cccnc23)c1[N+](=O)[O-]	7.3	-0.7	-10.3	6.2	9.6	3.4	1.7	2.6	-0.4
CC1C(=O)N(Cc2cn(Cc3ccco3)nn2)CCS(=O)(=O)N1Cc1ccc(-c2cccnc2)cc1 (stereo unspecified)	x	x	-3.7	13.9	1.5	-1.5	0.9	-5.8	x
Cc1noc(C)c1C(=O)Nc1nnc(CC(C)C)s1	1.2	0.7	-3.0	5.0	6.0	0.2	2.9	5.0	1.4
COc1ccc2c(C)cc(=O)oc2c1OCC(O)CN1CCOCC1 (stereo unspecified)	x	x	-3.7	5.5	3.8	-0.2	0.7	1.2	x
CC1Cc2cc(S(=O)(=O)N3CCC(C(=O)N4CCN(c5ccccc5F)CC4)CC3)ccc2N1C(=O)C1CC1 (stereo unspecified)	12.4	3.9	37.2*	29.8*	-11.4	14.9	1.8	-10.6	1.1
COc1ccc(C(C)(NC(C)=O)c2nc(-c3ccc(S(C)(=O)=O)cc3)cs2)cc1 (stereo unspecified)	x	x	-4.7	-5.6	12.9	1.9	1.2	3.9	x
CCOc1ccc(NC(=O)CCC(=O)NNC(=O)COc2ccc(C)cc2Br)cc1	-1.7	-1.1	-14.8	-16.6	-0.1	0.3	-0.7	3.4	-1.3
Nc1cccc([N+](=O)[O-])c1	21.8	4.5	-14.8	4.4	10.1	1.5	-2.4	1.2	-0.3
COc1ccc(OC)c(-c2csc(NC(=O)C3=COCCO3)n2)c1	16.7	-0.5	-6.7	2.5	-3.8	2.5	2.2	4.6	-1.1
COC(=O)c1ccccc1NC(=O)[C@@H]1CCC(=O)N1C1OC(=O)c2c1ccc(OC)c2OC (stereo partly specified)	15.2	10.8	-7.4	-1.4	4.5	2.7	-1.1	-5.7	-2.5
CCOCc1c(C(=O)N2CCN(CC(=O)Nc3ccc(F)cc3)CC2)oc2ccccc12	-5.0	x	1.1	4.3	0.1	1.9	-0.3	-6.3	0.7
O=C(NCc1cccnc1)Nc1cccc(NC(=O)NCc2cccnc2)c1	17.7	2.5	8.2	-2.8	-2.8	-0.2	-1.6	0.0	0.3
COc1cc(NC(=O)c2ccc(C(C)(C)C)cc2)c(OC)cc1NC(=O)CN1CCCCC1	-16.1	-0.2	-5.1	-4.2	14.6	0.3	-1.9	1.8	-0.9
O=C(c1cccs1)N1C[C@H](n2cc(C3CC3)nn2)[C@@H](O)C[C@@H]1c1ccccc1	-15.3	x	6.9	-5.3	-1.2	0.9	0.7	0.5	0.3
O=C1CCc2cc(S(=O)(=O)N3CCN(c4ccc(F)cc4)CC3)cc3c2N1CC3	6.2	4.3	-6.3	-1.8	17.1	0.8	3.4	5.3	-1.9
O=C(OCC(=O)N1CCC(Cc2ccccc2)CC1)c1ccc(CO)cc1	1.2	-4.1	13.2	7.7	-2.9	4.3	3.6	3.0	-0.7
C/C(=N\NC(N)=O)c1cccc(Cl)c1	-6.6	2.5	1.4	5.7	-2.3	1.5	1.1	-3.6	-3.6
COc1cc(/C=C2\CCOC2=O)cc(OC)c1OC	2.1	2.3	4.8	12.4	-6.3	-0.1	1.6	-0.6	-1.7
O=C(NCCN1CCOCC1)C(=O)NCC1OCCN1S(=O)(=O)c1cc(F)ccc1F (stereo unspecified)	18.2	-4.2	-0.4	-4.0	-4.9	0.4	-2.1	4.0	0.0
O=C(N/N=C/c1cccnc1)C1CCCCC1	-7.7	6.7	0.8	3.9	0.5	-0.2	-2.3	1.8	0.5
CCCCCCCCCCOC(=O)C[N+](C)(C)CC1CCCCC1O (stereo unspecified)	-10.5	4.8	9.9	3.4	-12.6	1.0	-9.2	-5.0	0.1
CCC1(c2ccccc2)NC(=O)N(CC(=O)NNC(=O)COc2ccc(Cl)cc2C)C1=O (stereo unspecified)	-19.0	-4.0	9.9	6.0	0.6	0.3	-1.1	9.4	-2.4
Cc1ccc(NC(=O)CSCc2cc(=O)n3ccsc3n2)c(C)c1	-5.6	11.6	-6.8	8.0	-11.3	0.5	-6.4	-7.0	-0.8
